miR122 inh – miR-122 Renilla sensor signal increase in Huh7, primary screen, miR-122 inhibitor project, cell-based, single point, plate reader; Huh7 miR-122 Renilla luciferase sensor, 48 h; neutral wells = 0, positive control = 100; 340,000 tested, 0.3% active; activation (reporter increase), % at 12.5 µM;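 active = mean replicate activation score at least 90 and every replicate individually at or above 90; inconclusive = only one of the two criteria met; inactive = neither criterion met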;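 also: higher luciferase means less miR-122 activity so hits act as miR-122 inhibitors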
DENV2 CPE – inhibitors of DENV2 cytopathic effect, primary screen, cell-based, plate reader, single concentration; AID 651640, 2012; 350,000 tested, 1.7% active; DENV2-infected cells, cytopathic effect rescue; CPE inhibition, % at 9.99 µM; in the data active = CPE inhibition above about 20%, passing the limit was not always enough; inconclusive = no clear call, values can overlap the other calls; tested in BHK-21 cells;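 also: 0% = median of neutral control wells and 100% = median of positive control wells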
ERAP1 inh – human ERAP1 aminopeptidase inhibitors, primary screen, biochemical, single point, plate reader. AID 652197, 2013. recombinant ERAP1, Leu-AMC fluorescence, 60 min. inhibition, % at 10.7 µM. 340,000 tested, 0.15% active;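 active = mean replicate inhibition of at least 30%, or all replicates individually reaching that 30% level; inactive = mean below 30% and not every replicate reaching it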;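 also: 0% = neutral control wells and 100% = L-leucinethiol positive control wells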
ERp5 inh – inhibitors of ERp5-driven insulin aggregation, primary screen, biochemical, turbidity, absorbance 650 nm, single point | 350,000 tested, 0.05% active | 90 min | Protein disulfide-isomerase A6 (Homo sapiens), Q15084 | AID 651711, 2012 | inhibition, % at 9.99 µM;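 active = mean replicate inhibition above about 25%, with every replicate also reaching it, limit read from the data, passing the limit was not always enough; inconclusive = only one of those two criteria met; inactive = neither criterion met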
Target sequence (Q15084 whole entry, looked up): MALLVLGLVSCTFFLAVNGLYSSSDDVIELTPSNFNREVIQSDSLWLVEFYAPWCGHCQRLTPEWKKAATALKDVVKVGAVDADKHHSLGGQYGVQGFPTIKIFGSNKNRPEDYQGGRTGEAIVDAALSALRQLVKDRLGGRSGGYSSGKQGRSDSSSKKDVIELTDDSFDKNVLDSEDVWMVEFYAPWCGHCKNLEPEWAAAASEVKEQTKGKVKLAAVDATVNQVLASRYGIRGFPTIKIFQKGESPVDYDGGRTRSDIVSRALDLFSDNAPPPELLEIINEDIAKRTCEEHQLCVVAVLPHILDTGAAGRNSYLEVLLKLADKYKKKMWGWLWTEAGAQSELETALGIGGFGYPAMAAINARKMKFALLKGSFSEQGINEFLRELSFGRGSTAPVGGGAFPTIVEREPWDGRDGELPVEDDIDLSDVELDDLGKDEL
F508del corr – F508del CFTR correction, initial screen, CFBE line, single point | CFBE cells, YFP halide quenching; stimulated with forskolin plus potentiator P3; % fluorescence drop versus neutral controls | activity (quench increase), % at 7.58 µM | 350,000 tested, 0.36% active | AID 720511, 2013;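 active = mean added fluorescence quench of at least 8% versus neutral control, with both replicates also reaching 8%; inconclusive = only one of the mean or replicate conditions met; inactive = mean below 8% and not both replicates reaching 8%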;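 also: cells transiently co-express mutant CFTR-F508del with the halide-sensitive YFP; corrector assay measuring rescue of mutant channel to the surface after 24 h compound exposure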
SIRT5 inh – SIRT5 desuccinylase inhibitors, primary screen, biochemical, fluorescence imaging, single point, set 5; NAD-dependent protein deacylase sirtuin-5, mitochondrial (Homo sapiens), Q9NXA8; Purified SirT5, succinyl-peptide AMC, trypsin-coupled fluorescence; inhibition, % at 15 µM; 330,000 tested, 1.1% active; in the data active = inhibition above about 15%; inconclusive = no clear call, values can overlap the other calls
Target sequence (Q9NXA8 whole entry, looked up): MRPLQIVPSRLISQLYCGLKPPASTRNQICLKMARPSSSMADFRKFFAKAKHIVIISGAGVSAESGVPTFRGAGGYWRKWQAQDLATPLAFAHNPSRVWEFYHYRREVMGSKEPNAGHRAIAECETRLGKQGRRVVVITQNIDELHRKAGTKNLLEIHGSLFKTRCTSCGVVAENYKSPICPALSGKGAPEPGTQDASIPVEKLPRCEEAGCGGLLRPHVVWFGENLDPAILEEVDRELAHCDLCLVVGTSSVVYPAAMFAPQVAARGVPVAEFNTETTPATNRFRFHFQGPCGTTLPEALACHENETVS
Casp6 inh – human caspase-6 inhibitors, primary screen, biochemical, VEID-R110 fluorescence, single point, set 2 | P55212 | purified caspase-6, Z-VEID-R110 cleavage fluorescence | inhibition, % at 12.5 µM | 350,000 tested, 0.53% active;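 active = mean inhibition across replicates at least about 35%, with every replicate also reaching that limit, limit read from the data; inconclusive = only one of the two criteria met; inactive = neither criterion met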;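 also: 0% = median of neutral control wells and 100% = no fluorescence left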
* marks the source's active call; other numbers are inactive results; u = inconclusive; x = no result given; [ ] = dose if it differs, or a comment.

SMILES	Casp6 inh	miR122 inh	DENV2 CPE	ERp5 inh	F508del corr	SIRT5 inh	ERAP1 inh
O=C(C[C@@H]1CC[C@@H](NC(=O)C2CCOCC2)[C@@H](CO)O1)Nc1nccs1	3	x	-7	-8	-3.9	0	-2
COc1ccc(C(=O)Nc2cccc(/C=C/c3nc4ccccc4c(=O)[nH]3)c2)cc1	4	x	2	3	-9.9	-4	20
O=C(O)c1ccc(N2N=C(c3ccccc3)CC2c2ccccc2)cc1 (stereo not given)	4	-3	5	3	2.8	-16	-85
O=C(CSc1nnc(NC(=O)c2ccccc2)s1)NCc1ccco1	-3	1	-1	-6	0.8	-3	1
COc1ccc(C(=O)NC(=S)N2CCCCC2c2cccnc2)cc1OC (stereo not given)	0	-5	-3	6	0.6	1	0
CCN1CCN(CCCNC(=O)c2cc3c(=O)oc4ccc(C)cc4c3s2)CC1	-59	-4	2	-1	1.0	-2	6
CC(=O)c1ccc(C(=O)N2CCc3c([nH]c4ccccc34)C2c2ccccn2)s1 (stereo not given)	-3	-2	0	12	1.3	-4	5
C[C@@H]1CN([C@H](C)CO)S(=O)(=O)c2ccc(C3=CCCC3)cc2O[C@@H]1CN(C)S(=O)(=O)c1ccc(F)cc1	-1	3[16.7 µM]	13	10	-1.7	0	-1
CN(C)CCN(Cc1ccccc1)S(=O)(=O)c1ccc2c(c1)n(C)c(=O)c(=O)n2C	-1	x	-4	-1	0.5	-4	0
COc1ccc(OCCOC(=O)CCS(=O)(=O)c2ccc(C)cc2)cc1	2	x	u	-8	5.7	-2	2
COc1ccccc1-n1cnc2cc(NS(=O)(=O)c3ccc(Br)cc3)ccc21	1	13	x	0	x	-2	-4
COc1ccc(CN(C)C(=O)Cn2cnc3c(NCc4ccccc4)ncnc32)cc1OC	-2	1	7	0	-2.7	1	-3
Cc1cccc(C)c1NC(=O)C1CCCN1C(=O)NCc1ccccc1 (stereo not given)	1	0	1	2	0.0	-2	-9
CO[C@H]1CN(C)C(=O)c2cc(NC(=O)C3CCC3)ccc2OC[C@@H](C)N(C(=O)CN(C)C)C[C@H]1C	-2	x	-2	1	1.7	-11	2
Cc1ccc(SC(C)C(=O)NC(N)=O)c(C)c1 (stereo not given)	-1	x	2	3	0.2	-1	1
CC(=O)N(C)c1ccc(N=NC2C(=O)N(C(N)=S)N=C2C)cc1 (stereo not given)	2	-3	1	0	3.8	-22	6
Cc1c(Cl)c([N+](=O)[O-])nn1CC(=O)N1CCN(C23CC4CC(CC(C4)C2)C3)CC1	1	2	-4	1	-0.1	x	-1
O=C(O)c1ccccc1-c1cccc2nncn12	1	-3	-1	0	0.6	x	19
Cn1cccc1Cc1nnc(SCC(=O)NCCc2ccccc2)n1C	1	x	2	4	x	-1	-2
Cc1noc(C)c1NC(=O)Nc1ccc2c(c1)C(=O)N([C@H](C)CO)C[C@H](C)[C@@H](CN(C)C(=O)NC1CCCCC1)OCCCC[C@H](C)O2	2	-4[16.7 µM]	16	-1	-1.1	-5	2
Cc1ccccc1C(N)=O	-3	6	-10	1	2.9	x	-6
Cc1ccc(Nc2nc(-c3sc(NC(=O)c4ccccc4)nc3C)cs2)cc1	0	x	-10	-5	0.8	x	x
CC(C)(C)n1nc2c(c1NC(=O)Cc1cccc3ccccc13)CS(=O)(=O)C2	2	x	13	3	-0.5	5	-7
CCOc1ccc2ncc(S(=O)(=O)c3ccccc3)c(N3CCC4(CC3)OCCO4)c2c1	1	x	-1	-4	-0.8	-2	0
CCCNC(=O)C[C@@H]1C[C@H]2c3cc(NC(=O)Nc4ccc(OC)cc4)ccc3O[C@H]2[C@H](CO)O1	1	-5[16.7 µM]	-3	6	-0.4	4	-5
COc1ccc(CC(=O)N/N=C(/C)c2ccco2)cc1	0	x	1	3	x	x	1
Cc1cc(C)c2c(CC(=O)N3CCCC3)coc2c1	-4	2	-4	5	-2.1	3	-1
CCN1C(=O)/C(=C\C(=O)c2cccs2)c2cc(Br)ccc21	-2	x	-10	0	0.8	-2	-3
COc1cccc(S(=O)(=O)N2C[C@H](O)COC[C@H]3O[C@H](CC(=O)N4CCN(c5ccccc5)CC4)CC[C@@H]32)c1	x	4[16.7 µM]	1	x	1.5	x	x
Cc1nn(C(C)C(=O)N2CCCC2)c(=O)c2nn(-c3ccccc3)c(C)c12 (stereo not given)	0	1	-8	-9	2.4	-1	2
COCCNC(=O)C(NC(=O)C1CCCCC1)C(C)C (stereo not given)	-2	2	3	6	0.4	-1	3
O=C(COC(=O)c1ncc(Cl)c(Cl)c1Cl)NC(=O)NCc1ccccc1	-1	1	2	3	-0.1	1	-3

3 entries from above, arranged by the number in Casp6 inh, highest first.
SMILES	Casp6 inh	miR122 inh	DENV2 CPE	ERp5 inh	F508del corr	SIRT5 inh	ERAP1 inh
COc1ccc(C(=O)Nc2cccc(/C=C/c3nc4ccccc4c(=O)[nH]3)c2)cc1	4	x	2	3	-9.9	-4	20
Cc1noc(C)c1NC(=O)Nc1ccc2c(c1)C(=O)N([C@H](C)CO)C[C@H](C)[C@@H](CN(C)C(=O)NC1CCCCC1)OCCCC[C@H](C)O2	2	-4[16.7 µM]	16	-1	-1.1	-5	2
Cc1ccc(Nc2nc(-c3sc(NC(=O)c4ccccc4)nc3C)cs2)cc1	0	x	-10	-5	0.8	x	x

More records follow.
SMILES	Casp6 inh	miR122 inh	DENV2 CPE	ERp5 inh	F508del corr	SIRT5 inh	ERAP1 inh
COc1ccc2oc(C(=O)OCC(=O)Nc3cc(S(=O)(=O)N4CCOCC4)ccc3C)c(C)c2c1	1	x	2	1	-2.5	-4	3
CCOC(=O)c1c(-c2ccco2)csc1NC(=O)COC(=O)c1cnc(C)cn1	12	x	-3	6	-1.3	-1	0
CC1CN(Cc2nc3c(c(=O)[nH]c(=O)n3C)n2CC(N)=O)CC(C)O1 (stereo not given)	1	-2	-9	0	4.3	-2	-2
COc1cc(OC)cc(N2C(=O)CSCC2=O)c1	0	x	5	0	-2.2	-7	-2
Cc1noc(C)c1S(=O)(=O)Nc1ccc2c(c1)C(=O)N([C@H](C)CO)C[C@H](C)[C@@H](CN(C)Cc1ccc(C(=O)Nc3ccccc3N)cc1)O2	-1	x	2	-6	3.0	5	1
Cc1ccc(S(=O)(=O)N(C)C[C@@H]2Oc3ccc(NC(=O)Nc4ccc(C(F)(F)F)cc4)cc3C(=O)N([C@@H](C)CO)C[C@H]2C)cc1	-2	-3[16.7 µM]	5	5	0.0	3	-3
COc1ccc(N2CCN(C3CCCN(S(=O)(=O)c4ccc(C)cc4C)C3)CC2)cc1 (stereo not given)	x	14	-3	-15	-3.1	-6	-2
c1ccc(-c2cc3c(N4CCN(c5ncccn5)CC4)ncnc3s2)cc1	0	x	4	-1	0.4	-9	-4
COc1ccc(CN2CCC[C@]3(N[C@H](c4ccccc4)[C@@H]4C(=O)N(Cc5ccccc5)C(=O)[C@@H]43)C2=O)cc1	3	3	0	-2	0.5	5	x
CCCNC(=O)C[C@H]1C[C@@H]2c3cc(NC(=O)Nc4ccc(OC)cc4)ccc3O[C@@H]2[C@H](CO)O1	1	-4[16.7 µM]	2	0	0.1	x	-2
COc1ccc(C(=O)Nc2nncs2)c(OC)c1	1	x	-4	0	2.4	x	x
O=C(C[C@@H]1CC[C@@H](NS(=O)(=O)c2ccccc2)[C@H](CO)O1)NCCN1CCCCC1	-10	x	15	8	1.5	-1	-1
Cc1cc(C)c(C(=O)NNC(=O)c2cccnc2)c(C)c1	-5	-3	3	5	-0.7	-3	-5
CCNC(=O)C[C@@H]1CC[C@H]2[C@@H](COc3ccc(NC(=O)c4ccc5c(c4)OCO5)cc3C(=O)N2C)O1	-1	9[16.7 µM]	4	0	1.6	2	-4
C=C1CC(/C=C/c2cc(OC)c(OC)c(OC)c2)OC1=O (stereo not given)	3	x	9	-4	3.9	0	-1
CCCCCCCCN1[C@@H](CC(=O)OCC)c2cc(F)ccc2S1(=O)=O	-2	x	u	-3	-2.0	-4	4
O=C(O)CC(c1cccc(C(F)(F)F)c1)N1CCS(=O)(=O)CC1 (stereo not given)	-3	-5	-1	7	1.0	-3	6
COCCCNC(=S)Nc1ccccc1[N+](=O)[O-]	3	0	2	9	-18	-1	-5
CO[C@@H](CN(C)C(=O)c1ccccc1F)[C@H](C)CN([C@@H](C)CO)S(=O)(=O)c1ccc(F)cc1	-1	x	7	-1	0.1	2	0
O=c1c2c3c(sc2n(CCN2CCCC2)c(=O)n1Cc1ccccc1)CCCCC3	-1	-3	-7	0	-35	0	-2
Cc1ccc(C(=O)CC(C(=O)O)n2cnc([N+](=O)[O-])n2)cc1 (stereo not given)	12	-6	-2	-4	0.0	0	3
O=C(C[C@@H]1C[C@@H]2c3cc(NC(=O)C4CCC4)ccc3O[C@@H]2[C@@H](CO)O1)NCCc1ccccc1	1	-1[16.7 µM]	u	1	-2.0	1	1
CN(C)CCNC(=O)c1cccc(-c2cc(NC=O)c3ncc(-c4cccc(C(F)(F)F)c4)n3c2)c1	-123	-7	9	-6	-0.3	x	7
O=C(Cn1ccccc1=O)c1ccc(Cl)cc1	-8	x	-2	8	-1.6	-3	1
COc1ccccc1-n1nnnc1SCC(=O)NC1CCCCC1	-2	x	-2	2	-0.2	x	-4
CC1CCN(S(=O)(=O)c2ccc3c(c2)c(=O)c(C(=O)N2CCOCC2)cn3C)CC1	-1	-4	1	1	-1.7	-2	0
COc1ccc(/C=C/C(=O)NC(=S)NNC(=O)c2cccs2)cc1	-2	x	0	-5	5.8	x	-4
O=C(NC[C@H]1N[C@H](CO)[C@H]1c1ccccc1)C1CC1	-2	-6[16.7 µM]	11	10	-1.2	7	1
Cc1cccc(OCCn2cnc(Cl)c2Cl)c1	-2	-14	6	-4	0.1	-4	x
Cc1ccn(CC(=O)N2CCCC(C(=O)c3cccc4ccccc34)C2)n1 (stereo not given)	-1	-6	0	5	1.7	0	-3
COc1cccc(/C=N/NC(=O)C(=O)N2CCCCCC2)c1OC	-2	-7	-2	-6	0.4	1	-1
CCCCn1nnnc1C(c1cccc2ccccc12)N1CCN(C/C=C/c2ccccc2)CC1 (stereo not given)	1	6	3	-3	0.5	x	x
CC1C(=O)C(C)C(c2ccc(Cl)cc2)NC1c1ccc(Cl)cc1 (stereo not given)	1	-8	-4	-1	-3.3	-5	2
O=C(OCn1nnc2ccccc2c1=O)C1COc2ccccc2O1 (stereo not given)	1	-4	x	-1	1.0	-1	2
